High-throughput results as filed in PubChem BioAssay.
All columns: NCI-60 one-dose screen, growth in % after 48 h at 10 µM unless noted; 100 = growth as untreated, 0 = no growth, -100 = all killed.
RXF 393 – RXF 393 renal cancer cells. hit rate 6.9% among 77,000
A498 – A498 renal cancer cells. AID 1794774. hit rate 5.4% among 76,000
ACHN – ACHN renal cancer; hit rate 4.9% among 81,000; AID 1794771
TK-10 – TK-10 renal cancer cells; hit rate 3.9% among 81,000; AID 1794769
OVCAR-8 – OVCAR-8 ovarian cancer; hit rate 4.4% among 81,000
OVCAR-3 – OVCAR-3 ovarian cancer; hit rate 7% among 79,000
CAKI-1 – CAKI-1 renal cancer; hit rate 4.7% among 75,000; AID 1794772
OVCAR-5 – OVCAR-5 ovarian cancer | hit rate 2.9% among 82,000 | AID 1794783
* marks the source's active call; other numbers are inactive results; nt = no result given; & = joins results of further samples. How the source made its calls: active means growth percent below 10; inactive means the rest. Some of the compounds tested; count on the stated rates, not on these rows.

SMILES | TK-10 | RXF 393 | OVCAR-5 | ACHN | A498 | OVCAR-8 | OVCAR-3 | CAKI-1
CCOP(=O)(OCC)C(NC(=O)Cc1ccccc1)C(=O)N1CCC(O)CC1 (stereo not drawn) | 104 | 112 | 100 | 99 | 99 | 102 | 108 | 104
CN1Cn2c(ccc2C(F)(F)F)C(=O)CS1(=O)=O | 103 | 135 | 96 | 99 | 96 | 108 | 112 | 94
O=C(O)c1ncc(-c2ccc(C(F)(F)F)cc2F)c(NC2CCCCCC2)n1 | 86 | 97 | 96 | 88 | 90 | 95 | 97 | 84
COc1cc(C2c3cc(OS(=O)(=O)c4ccc(C)cc4)c(OC)cc3CC3C(=O)OCC32)ccc1OS(=O)(=O)c1ccc(C)cc1 (stereo not drawn) | 109&88 | 115&103 | 114&93 | 108&101 | 98&99 | 110&93 | 135&106 | 89&94
O=c1oc2ccccc2cc1-c1cc(-c2ccc(-c3cc(-c4cc5ccccc5oc4=O)nc(-c4cc5ccccc5oc4=O)c3)cc2)cc(-c2cc3ccccc3oc2=O)n1 | 129 | 118 | 119 | 100 | 98 | 103 | 110 | 105
COc1ccc2cc(C(=O)c3cn(-c4ccc(C)cc4)nc3C(C)=O)ccc2c1 | 88 | 95 | 101 | 82 | 93 | 74 | 75 | 68
Brc1ccc(-c2csc(N/N=C/c3ccc(-n4cncn4)cc3)n2)cc1 | 75 | 107 | 109 | 107 | 61 | 101 | 104 | 99
O=C(O)c1cccc([N+](=O)[O-])c1O | nt | nt | 112 | 104 | 109 | 113 | 116 | 99
CC(=O)Nc1ccc(-c2nc(-c3cccc(O)c3)c(-c3ccnc(Br)c3)[nH]2)cc1 | 111 | 78 | 98 | 93 | 91 | 69 | 76 | 77
NNc1nnc2nc(Nc3ccccc3)nc(Nc3ccc(S(N)(=O)=O)cc3)n12 | 106 | 101 | 103 | 106 | 102 | 107 | 110 | 95
NC(=O)CS | 108 | 112 | 120 | 103 | 119 | 101 | 133 | 88
CCc1ccc(CC2c3ccccc3CC2O)nc1 (stereo not drawn) | 96 | 101 | 110 | nt | 76 | 102 | 105 | nt
CCCCC[C@@H]1Cc2cc(O)c(C(=O)O)c3c2[C@H](C[C@@]2(CCCO2)O3)O1 | 129 | 73 | 104 | 108 | 133 | 101 | 107 | 102
Cc1cc(NS(=O)(=O)c2ccc(N)cc2)sn1 | 104 | 107 | 88 | 105 | 110 | 111 | 113 | 114
O=C(CSc1nc2ccccc2c(=O)n1-c1ccc(S(=O)(=O)Nc2ccc(Cl)nn2)cc1)Nc1ccc(S(=O)(=O)Nc2ccc(Cl)nn2)cc1 | 106 | 102 | 103 | 98 | 104 | 103 | 108 | 92
C=C(C)[C@@H]1CC[C@]2(C(=O)NCCNCCN)CC[C@]3(C)[C@H](CC[C@@H]4[C@@]5(C)CCC(=O)C(C)(C)[C@@H]5CC[C@]43C)[C@@H]12 | 141 | 108 | 109 | 101 | 96 | 99 | 101 | 59
COC(=O)c1cc(-c2cccc3ccccc23)[nH]c(=O)c1C#N | 99 | 102 | 93 | 98 | 101 | 102 | 106 | 84
COc1cc(C(=O)O)cc(Br)c1O | 93 | nt | 112 | 109 | 102 | 85 | 109 | 91
C/C(=C(/c1ccccc1)c1ccc(N2C(=O)c3cccc4c(NCCN5CCOCC5)ccc(c34)C2=O)cc1)c1ccccc1 | 155 | 46 | 86 | 78 | 93 | 86 | 75 | 72
CC(=C(c1ccc(OCCN2CCCCCC2)cc1)c1ccc(OCCN2CCCCCC2)cc1)c1ccc(Cl)cc1 | -98* | -99* | -100* | -100* | -91* | -95* | -93* | -100*
CCOC(=O)C1=CCC(n2ccc(=O)[nH]c2=O)O1 (stereo not drawn) | 91 | nt | 94 | 105 | 103 | 110 | 96 | 87
O=S(=O)(NC1c2ccccc2CC1O)c1ccccc1 (stereo not drawn) | 120 | 114 | 107 | 105 | 87 | 106 | 108 | 87
Cc1c(C(=O)Nc2ccc3ccccc3n2)cnn1-c1ccccc1Br | 74 | 81 | 84 | 85 | 81 | 74 | 69 | 85
COc1ccc(-c2c(-c3cc(OC)c(OC)c(OC)c3)nc3sc(C4CC4)nn23)cc1OC | 26 | 42 | 69 | 45 | 33 | 58 | 62 | 26
COc1cc(NC(=O)CN2CCN(c3cc(=O)[nH]c4ccc(F)cc34)CC2)cc(OC)c1OC | 102 | 99 | 97 | 97 | 75 | 96 | 113 | 98

Overlap with the part before: 2 compounds; new compounds follow.
SMILES | TK-10 | RXF 393 | OVCAR-5 | ACHN | A498 | OVCAR-8 | OVCAR-3 | CAKI-1
COc1ccc(-c2c(-c3cc(OC)c(OC)c(OC)c3)nc3sc(C4CC4)nn23)cc1OC | 26 | 42 | 69 | 45 | 33 | 58 | 62 | 26
COc1cc(NC(=O)CN2CCN(c3cc(=O)[nH]c4ccc(F)cc34)CC2)cc(OC)c1OC | 102 | 99 | 97 | 97 | 75 | 96 | 113 | 98
COc1cc(NCC(=O)Nc2cc(Nc3ccccc3F)ncn2)c(Cl)c(OC)c1Cl | 105 | 88 | 99 | 96 | 88 | 96 | 72 | nt
Oc1ccc(CN(Cc2ccc(C(F)(F)F)cc2)Cc2ccc(O)c3ncccc23)c2cccnc12 | 15 | 11 | 44 | 9.4* | 42 | 11 | 37 | 5.6*
CCCN(CCC)C(=O)C(c1ccccc1)C(O)(c1ccccc1)c1ccccc1 (stereo not drawn) | 82 | 94 | 105 | 97 | 96 | 94 | 92 | nt
CCOC(=O)c1c(NC(=O)CSc2nnc(Cc3ccccc3Nc3c(Cl)cccc3Cl)n2-c2ccccc2)sc(C)c1C | 88 | 107 | 88 | 97 | nt | 98 | 104 | 85
CC(=O)CC(c1ccccc1)c1c(O)c2ccccc2oc1=O (stereo not drawn) | 110&118 | 112&108 | 108 | 92&115 | 97&79 | 105&109 | 118&116 | 92&93
CCC(=O)OCC(=O)C1(OC(=O)CC)C(C)CC2C3CCC4=CC(=O)C=CC4(C)C3(Cl)C(O)CC21C (stereo not drawn) | 114 | 116 | 77 | 95 | 113 | 85 | 102 | 74
O=C(O)c1ccc(N2C(=O)c3nccnc3C2=O)cc1 | 104 | 118 | 108 | 100 | 99 | 98 | 115 | 97
Nc1nc(N)c2ncn(C3C=CC(CO)C3)c2n1 (stereo not drawn) | 105 | 104 | 105 | 103 | 105 | 87 | 114 | 111
Cc1ccc(S(=O)(=O)Oc2c(Br)cc(Br)cc2Br)cc1 | 113 | 86 | nt | 95 | 111 | 99 | 102 | 78
CC1(C)OC(=O)C(=Cc2ccccc2F)C(=O)O1 | 102 | 102 | 99 | 104 | 82 | 110 | 103 | 93
O=C(N/N=C/c1cccnc1)c1ccccc1Nc1cccc(C(F)(F)F)c1 | 97 | nt | 96 | 100 | 76 | 83 | 75 | 80
COc1nc(OC)nc(-c2cnc3cc(OC)c(OC)c(OC)c3c2)n1 | 100 | 106 | 102 | 105 | 75 | 100 | 114 | 91
CC12CCC3C4(C)COC(c5ccc(F)cc5)OC4CCC3(C)C1CC(C1=CCOC1=O)O2 (stereo not drawn) | 90 | 123 | 98 | 88 | 85 | 90 | 106 | 84
COc1ccc(-c2c(NC(=O)Nc3cccc(C(F)(F)F)c3)cnn2-c2ccc(S(N)(=O)=O)cc2)cc1 | 90 | 89 | 95 | 99 | 76 | 91 | 91 | nt
O=C(O)c1cc(N=C2C=CC(=C(c3ccccc3)c3ccc(Nc4ccc(Cl)c(C(=O)O)c4)cc3)C=C2)ccc1Cl | 103 | 112 | 106 | 101 | 103 | 95 | 110 | 98
CCOC(=O)c1c(NCC(=O)Nc2ccccc2Cl)sc2c1CCCC2 | 137 | 97 | 98 | 99 | 75 | 99 | 98 | 85
COc1ccc(/C=N/OCC(O)CN2CCOCC2)cc1OC1CCCC1 (stereo not drawn) | 104 | 111 | 101 | 100 | nt | 98 | 107 | 97
CCOc1ccc2nc(N(Cc3ccc4c(c3)OCO4)C(C)=O)sc2c1 | 102 | 105 | 95 | 105 | 73 | 105 | 115 | 90
Nc1cc2ccccc2c(=O)n1NC(=O)c1ccc(Cl)cc1 | 120 | 108 | 112 | 105 | 107 | 104 | 110 | 85
Cc1cc(C#Cc2ccc(C(C)(C)C)cc2)ccc1-n1c(/C=C/c2ccc(O)cc2O)nc2ccccc2c1=O | 70 | 63 | 92 | 50 | nt | 64 | 46 | 23
O=C(C1=Cc2cccn2Cc2cnnn21)c1ccc(Cl)cc1 | 127 | 89 | 85 | 95 | 117 | 100 | 97 | 81
NN1c2nc3c(cnn3-c3ccccc3)c(=O)n2NC1c1ccccc1O (stereo not drawn) | 111 | 96 | 93 | 92 | 96 | 104 | 96 | 78
COCc1cc2c(cn1)CN(C(=O)Nc1nc(-c3cncs3)ccc1N)C2 | 67 | 108 | 99 | 111 | 102 | 103 | 99 | 87
O=C(CSc1ccc(-c2ccccc2)nn1)Nc1nc2ccccc2[nH]1 | 96 | nt | 87 | 92 | 109 | 86 | 99 | 90
COc1cc2c(=O)ccn(-c3ccc(NC(C)=O)cc3)c2cc1OC | 107 | 91 | 95 | 97 | 101 | 103 | 103 | 91

Additional compounds follow.
SMILES | TK-10 | RXF 393 | OVCAR-5 | ACHN | A498 | OVCAR-8 | OVCAR-3 | CAKI-1
C=C(C)[C@@H]1CC[C@]2(CO)CC[C@]3(C)[C@H](CC[C@@H]4[C@@]5(C)CCCNC(C)(C)[C@@H]5CC[C@]43C)[C@@H]12 | 81 | 48 | 75 | 50 | nt | 24 | 44 | 38
O=C(c1ccc(-c2ccccc2)cc1)C1(Br)CCCCC1 | 95 | 91 | 98 | 104 | 95 | 105 | 109 | 112
O=C(NOC1OC(CO)C(O)C(O)C1O)Nc1ccc([N+](=O)[O-])cc1 (stereo not drawn) | 108 | nt | 102 | 101 | 121 | 110 | 105 | 95
O=c1c2cccc3c(-c4ccc5c(c4)ncn5C4CCCCC4)ccc(c32)c2nc3ccccc3n12 | 100 | 105 | 71 | 75 | 104 | 85 | 79 | 71
CC/C(=C\C(=O)O)C(=O)O | 116 | 120 | 117 | 114 | 114 | 100 | 115 | 118
COc1ccc(NC(=S)Nc2ccc(Nc3ncnc4sc5c(c34)CCN(C(=O)OC(C)(C)C)C5)cc2)cc1 | 118 | 97 | 88 | 88 | 71 | 80 | 90 | 84
COc1cc(C(=O)O)c(O)c(C(C)(C)C)c1 | 105 | 117 | 99 | 109 | 96 | 104 | 104 | 102
CN(C)c1ccc(-c2cc(-c3cccc(OCC(=O)O)c3)[nH]c(=O)c2C#N)cc1 | 103 | 96 | 99 | 104 | 88 | 102 | 114 | 92
COc1cc(/C=C/C(=O)NCCn2c(C(F)(F)F)cc3ccccc32)cc(OC)c1OC | 100&110 | 105&90 | 88&94 | 87&93 | 90&91 | 84&88 | 89&95 | 78
C[C@@H]1CN(Cc2ccc(/C=C/c3n[nH]c4ccc5nc(-c6cn[nH]c6C(F)(F)F)c6c(c5c34)CCCC6)cc2)C[C@H](C)O1 | 33 | nt | 20 | 11 | 3.2* | 33 | 38 | 2.0*
COC(C(=O)[C@@H](O)[C@@H](C)O)[C@@H]1Cc2cc3cc(O[C@H]4C[C@@H](O[C@H]5C[C@@H](O)[C@H](O)C(C)O5)[C@H](O)C(C)O4)cc(O)c3c(O)c2C(=O)[C@H]1O[C@H]1C[C@@H](O[C@H]2C[C@@H](O[C@H]3C[C@@H](OC)[C@H](O)C(C)O3)[C@@H](O)C(C)O2)[C@H](O)C(C)O1 (stereo partly drawn) | 60 | 28 | 54 | 54 | -5.0* | 42 | 61 | 74
Nc1ncnc2c1c(-c1ccccc1)nn2CC(=O)N1CCOCC1 | 105 | 106 | 102 | 98 | 120 | 105 | 110 | 92
O=C(O)c1cc2cc([N+](=O)[O-])ccc2s1 | 107 | 118 | 105 | 97 | 94 | 101 | 113 | 97
C=CC(=O)NCc1cccc(Nc2ncc(Br)c(NCCCNC(=O)C3CCC3)n2)c1 | -17* | -75* | 10 | 7.4* | -60* | 5.6* | -33* | -25*
N=C(c1cccs1)c1ccccc1Cc1ccccc1 | 105 | 99 | 97 | 104 | 32 | 97 | 101 | 90
O=C(/C=C/c1cccs1)c1ccc(Cl)nc1 | 84 | 119 | 103 | 106 | 86 | 99 | 116 | 94
COc1nc2c(c(=O)[nH]1)C(c1cc3cc(C)ccc3[nH]c1=O)C1=C(CC(C)(C)CC1=O)N2 (stereo not drawn) | 80 | 103 | 102 | 104 | 98 | 103 | 113 | 103
Cc1c(O)cc(-c2cnc(Nc3ccc(Cl)cc3)s2)c(O)c1C | 124 | 95 | 102 | 84 | 97 | 87 | 97 | 72
O=c1oc2cc(O)ccc2cc1-c1nc2ccccc2o1 | 94 | 109 | 101 | 92 | 102 | 95 | 104 | 88

Single entries from the results shown:
O=C(O)c1ncc(-c2ccc(C(F)(F)F)cc2F)c(NC2CCCCCC2)n1 in ACHN reads 88
COc1cc(NC(=O)CN2CCN(c3cc(=O)[nH]c4ccc(F)cc34)CC2)cc(OC)c1OC in A498 reads 75
CCCCC[C@@H]1Cc2cc(O)c(C(=O)O)c3c2[C@H](C[C@@]2(CCCO2)O3)O1 in OVCAR-5 reads 104
COc1nc(OC)nc(-c2cnc3cc(OC)c(OC)c(OC)c3c2)n1 in CAKI-1 reads 91

Some of these compounds in order of length of the SMILES, rising:
SMILES | TK-10 | RXF 393 | OVCAR-5 | ACHN | A498 | OVCAR-8 | OVCAR-3 | CAKI-1
COc1cc(/C=C/C(=O)NCCn2c(C(F)(F)F)cc3ccccc32)cc(OC)c1OC | 100&110 | 105&90 | 88&94 | 87&93 | 90&91 | 84&88 | 89&95 | 78
O=c1c2cccc3c(-c4ccc5c(c4)ncn5C4CCCCC4)ccc(c32)c2nc3ccccc3n12 | 100 | 105 | 71 | 75 | 104 | 85 | 79 | 71
C=C(C)[C@@H]1CC[C@]2(CO)CC[C@]3(C)[C@H](CC[C@@H]4[C@@]5(C)CCCNC(C)(C)[C@@H]5CC[C@]43C)[C@@H]12 | 81 | 48 | 75 | 50 | nt | 24 | 44 | 38
